# Screens: PubChem, several laboratories
# PDI inh: PDI (human) enzyme inhibition; 350,000 compounds, 0.052% hits; inhibition, % at 10 µM; AID 588391; PDI insulin aggregation turbidity, A650, 90 min;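 active = mean inhibition across replicates of 30% or more, whatever share of single replicates reach that level; inconclusive = mean inhibition below 30% while every single replicate reaches 30%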;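 also: absorbance from insulin aggregation driven by PDI reduction with DTT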
# Target sequence (P07237 whole entry, looked up): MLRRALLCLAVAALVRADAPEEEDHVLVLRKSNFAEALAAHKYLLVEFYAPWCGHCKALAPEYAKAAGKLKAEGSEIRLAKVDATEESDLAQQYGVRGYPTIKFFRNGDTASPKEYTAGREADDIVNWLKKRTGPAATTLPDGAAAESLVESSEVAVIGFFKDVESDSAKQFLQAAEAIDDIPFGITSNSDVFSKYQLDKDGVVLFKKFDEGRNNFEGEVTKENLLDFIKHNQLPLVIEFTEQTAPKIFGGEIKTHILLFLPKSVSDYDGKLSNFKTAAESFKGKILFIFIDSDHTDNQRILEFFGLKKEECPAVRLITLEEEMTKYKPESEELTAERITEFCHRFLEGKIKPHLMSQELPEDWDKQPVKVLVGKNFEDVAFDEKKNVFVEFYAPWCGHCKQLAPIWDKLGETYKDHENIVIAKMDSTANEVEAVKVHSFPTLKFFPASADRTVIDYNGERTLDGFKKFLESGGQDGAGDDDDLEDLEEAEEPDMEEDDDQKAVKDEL
# NR2E3 ag-1: activates human photoreceptor nuclear receptor NR2E3; Q9Y5X4; GST-NR2E3/biotin-RetCOR TR-FRET, 1536-well; inhibition of corepressor binding, % at 4.78 µM; 320,000 compounds, 0.12% hits; AID 2300;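 active = percent inhibition above the cutoff of mean plus 3 SD of all tested compounds, set per screening campaign, cut at about 20% in these data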;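 also: 0% = DMSO wells and 100% = biotin wells as full block of FRET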
# Target sequence (Q9Y5X4 whole entry, looked up): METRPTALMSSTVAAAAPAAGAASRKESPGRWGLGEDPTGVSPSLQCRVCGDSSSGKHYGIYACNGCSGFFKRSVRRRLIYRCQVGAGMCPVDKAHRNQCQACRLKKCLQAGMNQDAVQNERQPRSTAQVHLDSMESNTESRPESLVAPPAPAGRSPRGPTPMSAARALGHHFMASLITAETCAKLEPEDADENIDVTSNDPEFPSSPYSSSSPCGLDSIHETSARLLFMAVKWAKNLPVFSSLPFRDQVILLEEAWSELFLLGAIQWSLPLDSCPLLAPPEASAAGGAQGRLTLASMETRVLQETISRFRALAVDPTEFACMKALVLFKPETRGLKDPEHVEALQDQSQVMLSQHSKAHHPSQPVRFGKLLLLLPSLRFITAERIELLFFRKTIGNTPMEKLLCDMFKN
#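 Material: NR2E3–RetCOR corepressor complex / Amount: 1.35 nM GST-NR2E3 / Medium: Tris pH 7.5 / Compound: single nominal compound dose of 4.8 µM / Incubation: 5 h at 4 °C / Technique: TR-FRET, Eu(K)-anti-GST donor, streptavidin-D2 acceptor, ex 340, em 617/671 nm / Read-out basis: percent loss of FRET ratio relative to control wells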
# Vif imaging: inhibitors of HIV Vif; HEK293T cells, Vif self-association by quenched fluorescence, imaging, 24 h; 340,000 compounds, 0.35% hits; inhibition, % at 7.49 µM; in the data active = inhibition above about 50%, passing the limit was not always enough; inconclusive = no clear call, values can overlap the other calls; inactive = below about 31%; also: some results filed as inactive read as strong as hits
# NR2E3 ag-2: human photoreceptor-specific nuclear receptor agonism. Q9Y5X4. CHO-S Gal4-NCOR/VP16-NR2E3 two-hybrid, luciferase. inhibition of corepressor binding, % at 3.98 µM. 360,000 compounds, 0.35% hits. AID 602229;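 active = inhibition above the mean of all tested compounds plus 3 SD, cut at about 70% in these data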;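 also: 0% = DMSO with NR2E3 transfected cells and 100% = cells lacking NR2E3 construct; higher means lower luciferase signal from less NR2E3 corepressor binding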
# Granule exo inh: lytic granule exocytosis inhibition. TALL-104 LAMP-1 surface exposure, flow cytometry; cells stimulated with thapsigargin and PMA. inhibition, % at 10 µM. 360,000 compounds, 0.66% hits. AID 651702;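 active = inhibition above about 55%, limit read from the data; inconclusive = no clear call, values can overlap the other calls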
# aDG glyco up: alpha-DG glycosylation activation. Pro5-aDG cells, alpha-DG glycosylation AlphaScreen (IIH6); 0% Pro5, 100% B10-LARGE cell signal. activation, % at 10 µM. 360,000 compounds, 0.22% hits;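 active = activation of at least 8% versus controls, or a plate z-score of at least 8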;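 also: Pro5 are CHO cells carrying HIG-tagged alpha-DG that lacks glycosylation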
# MITF TRPM1 inh: MITF TRPM1 promoter inhibition in SK-MEL-5 cells | inhibition, % at 12.5 µM | SK-MEL-5 TRPM1 promoter luciferase, 24 h | 330,000 compounds, 0.83% hits | AID 488899;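 active = mean inhibition across replicates of 60% or more, whatever share of single replicates reaches that level; inconclusive = some that reach 60%, reason not given; inactive = mean inhibition across replicates below 60%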; also: values of inactives mirror those of a sister screen read the other way
# iPSC survival up: enhancers of human iPSC single-cell survival. 360,000 compounds, 0.044% hits. survival enhancement, % at 20 µM. hiPSC single-cell survival, ATPlite luminescence; 100% = ROCK inhibitor wells, 0% = DMSO; in the data active = survival enhancement above about 18%;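 also: cells exposed to compounds for 16 hours before the ATP read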
# HIF-2a block: inhibitors of HIF-2a; 786-0 RCC cells HIF-2a reporter, luciferase luminescence, overnight; inhibition, % at 18.8 µM; 360,000 compounds, 0.72% hits; AID 624352;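 active = inhibition of the luminescence signal of 40% or more relative to plate controls, in a single-dose primary screen at 18.75 µM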
# CaV13 ICDI inh: Disruptors of the CACNA1D IQ motif to Ca2+-dependent inactivation inhibitor domain association, primary screening, Förster resonance energy transfer in intact living …. HEK cells, CFP/YFP FRET ICDI-IQ, plate reader, 10 min; percent FRET-ratio fall versus neutral wells. inhibition, % at 12.3 µM. 340,000 compounds, 0.098% hits;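 active = mean replicate inhibition of at least 30% and at least 1% of replicates passing that level; inconclusive = only one of the two criteria is met; inactive = neither criterion is met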;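 also: 0% = median of the neutral control wells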
# Peg3 promoter: Peg3 promoter activity inhibition | HeLa PEG-Prom luciferase reporter, luminescence, overnight | inhibition, % at 20 µM | 360,000 compounds, 1.7% hits;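 active = inhibition of at least 50% at 20 µM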
# * marks the source's active call; other numbers are inactive results; u = inconclusive; x = no result given.
no.	SMILES	PDI inh	NR2E3 ag-1	Vif imaging	NR2E3 ag-2	Granule exo inh	aDG glyco up	MITF TRPM1 inh	iPSC survival up	HIF-2a block	CaV13 ICDI inh	Peg3 promoter
1	O=C(CSc1ccc(Cl)cc1)NC(=O)NC1CCCC1	-2	x	-5	-23	4	-0.2	-9	-0.3	-8	-2	-15
2	COc1ccc(NC(=O)COC(=O)C2=COCCO2)cc1OC	-4	1	-1	5	4	0.8	-6	-1.5	-17	4	10
3	CCCCNC(=O)/C(C#N)=C/c1ccc(-c2ccc(S(=O)(=O)N3CCOCC3)cc2)o1	-2	1	-1	7	0	0.0	13	1.2	6	-3	-82
4	CCN(c1ccccc1)S(=O)(=O)c1ccc(Cl)c(NC(=O)c2ccc(=O)[nH]n2)c1	7	6	-1	15	0	-0.7	10	-0.3	4	-5	3
5	COP(=O)(OC)c1nc(-c2cccc3ccccc23)oc1N1CCCCC1	1	-2	u	-6	0	0.2	4	0.5	13	-1	11
6	CCC(C)[C@@H](CN(N=O)[C@@H](Cc1ccccc1)CN(C)N=O)N(CCc1ccccc1)N=O (some centres not stated)	-1	1	-8	-4	1	-0.1	-8	3.9	16	x	12
7	COc1cccc(NS(=O)(=O)c2ccc3c(c2)N(C(C)=O)CCS3)c1	4	2	-15	27	13	0.4	1	0.2	10	-3	-9
8	COc1ccc(C(=O)N/N=C/c2ccc(N3CCOCC3)o2)cc1OC	1	3	x	-16	2	0.9	-3	-3.0	14	-5	21
9	CN(C)c1ccc(/C=N\Nc2nc(-c3ccccc3)cc(=O)[nH]2)cc1	4	4	17	-3	-2	0.0	-3	-1.5	-11	-5	-23
10	Cn1c(=O)c2c(nc(CN3CCC(C(N)=O)CC3)n2Cc2c(Cl)cccc2Cl)n(C)c1=O	6	-1	8	-27	-3	0.0	-2	10	5	-5	-3
11	OCCN(CCO)Cc1csc2ccccc12	13	-1	3	7	-2	-0.3	-1	-0.6	11	-7	7
12	NC(=O)c1ccsc1NC(=O)COC(=O)c1ccccc1F	-13	0	1	6	6	0.2	-13	2.9	-5	-6	-9
13	Cc1cccc(C)c1NC(=O)CN(C)CC(=O)Nc1cc(Cl)ccc1C#N	4	-2	-6	-14	0	0.1	14	-0.3	15	-5	6
14	CCOc1ccc(S(=O)(=O)NCCC(=O)N2CCN(c3ccccc3O)CC2)cc1	8	-3	-8	16	0	0.4	7	0.3	11	-8	32
15	CC(C)c1onc(C(=O)N2CCCCC2)c1[N+](=O)[O-]	3	1	5	-13	12	-0.2	4	-0.3	16	-4	20
16	Cc1cccc(NC(=O)CSc2nnc(CNC(=O)c3ccc(S(=O)(=O)N(C)C)cc3)n2-c2ccc(F)cc2)c1	3	-2	1	-29	1	0.0	0	-1.0	7	-6	4
17	CCn1cc(C2=NC(C(C)C)CO2)c2ccccc21 (configuration not stated)	x	8	0	-23	7	-0.2	2	-0.8	-19	-7	-7
18	O=C(COC(=O)c1cccc(O)c1)Nc1ccc(S(=O)(=O)N2CCOCC2)cc1	24	0	5	20	-7	-0.2	6	1.8	18	-2	12
19	CC1(S(=O)(=O)O)CC(=O)c2ccccc2C1=O (configuration not stated)	7	-3	174*	23	51	1.0	42	-0.4	32	-5	10
20	COc1cc(NC(=O)Cn2cnc(S(=O)(=O)N3CCCC3)c2)cc(OC)c1OC	3	0	4	-6	-8	0.3	2	-0.1	8	-2	12
21	O=[N+]([O-])c1ccc(N/N=C\c2cccn2-c2ccccc2)nc1	-10	2	-17	2	57*	0.6	-15	-1.8	-63	-9	44
22	Cc1ccc(N(C(C)C(=O)N2CCN(Cc3ccccc3)CC2)S(C)(=O)=O)cc1 (configuration not stated)	-2	3	-2	-9	-8	0.0	-2	-0.7	13	-5	19
23	COc1ccc(CCNC(=O)c2ccc(N(C)S(=O)(=O)c3ccc(C)cc3)cc2)cc1OC	-4	3	-24	-31	0	-0.7	-1	-1.4	14	-5	10
24	O=C(NCCCN1CCOCC1)c1cc(S(=O)(=O)N2CCN(c3ccccc3)CC2)ccc1Cl	-1	0	x	-8	-3	-0.1	-2	0.8	8	-5	6
25	Cc1nc(C)c(C(=O)OC(C)C(=O)Nc2ccc(F)cc2)s1 (configuration not stated)	1	1	8	-21	3	-0.1	3	-1.2	11	-2	8
26	COc1ccc(NC(=O)C2Cc3c(-c4cccc(F)c4)ccnc3O2)cc1OC (configuration not stated)	-16	x	-17	73*	-4	1.4	x	-1.0	-4	-11	14
27	COc1ccc(OC)c(CN2CCN(C(=O)CNC(=O)c3cc(C)cc(C)c3)CC2)c1	8	0	13	-2	0	-0.2	x	1.4	16	-5	1
28	COc1cc(OC)c(C(=O)NNC(=O)CN(C)S(=O)(=O)c2ccc(Cl)cc2)cc1OC	18	-3	12	11	3	-0.1	2	-0.5	18	-5	11
29	Cc1cccc(C)c1OCc1nnc(NC(=O)CSc2ccc(Cl)cc2)s1	-5	3	-10	-4	0	-0.2	10	7.2	8	-5	5
30	c1coc(-c2ccnc(-c3ccncc3)n2)c1	2	1	6	0	1	0.1	-28	0.4	-55	-7	-54
31	Cc1noc(C(=O)N2CCN(Cc3ccc4c(c3)OCO4)CC2)c1Cl	-2	3	-2	12	2	0.1	-2	-0.9	11	-7	8
32	COc1ccc(C(=O)NCC(=O)N2CCN(c3ccc(Cl)cc3)CC2)cc1	12	2	-7	-1	-3	-0.2	10	-0.7	8	-19	14
33	CCCc1cc(C(=O)N2CCCC(CO)(CCCc3ccccc3)C2)n(C)n1 (configuration not stated)	3	x	-1	-13	0	0.5	-6	-0.3	-19	-6	-1
34	Cc1onc(-c2c(Cl)cccc2Cl)c1C(=O)NNC(=O)c1c(-c2c(Cl)cccc2Cl)noc1C	12	0	-12	-3	-11	0.1	12	-0.1	13	-2	10
35	Cc1ccc(OCCC(=O)OCC(=O)Nc2ccc3c(c2)OCO3)cc1	3	2	1	-28	18	-0.1	-1	-0.4	-1	-4	3
36	CC1(c2ccc(OC(F)F)cc2)NC(=O)N(CC(=O)N2CCN(C(=O)c3ccco3)CC2)C1=O (configuration not stated)	-4	5	7	16	3	0.0	x	-0.2	10	-5	6
37	CC(=O)NNC(=O)c1ccncc1	1	-1	-1	-15	-4	-0.1	0	0.5	14	-4	2
38	COc1ccc(/C=C/C(=O)Nc2cccc(S(=O)(=O)NC3=NCCCCC3)c2)c(OC)c1	-2	0	-7	-3	1	-0.2	-9	0.0	-55	-2	-57
39	CCCCC[C@H](C)N1C[C@H](COCc2ccccc2)Oc2cc(N3CCC[C@H]3COC)ccc2S1(=O)=O	x	x	x	-2	-4	0.1	x	0.4	4	-11	x
40	CCOC(=O)N(C)C[C@@H]1OCc2cnnn2CCCC(=O)N([C@@H](C)CO)C[C@@H]1C	-3	x	4	-25	-1	-0.3	x	-3.5	8	-5	-5
41	CSc1nsc(SC)c1C(=O)N1CCN(S(=O)(=O)c2ccc(C)cc2)C1C (configuration not stated)	1	4	14	-7	-5	-0.2	-4	5.3	17	-5	29
42	CCOCCc1nnc(NC(=O)c2cccs2)s1	2	0	x	-18	-2	0.7	-3	-2.4	-19	-5	-4
43	CCCC(C(=O)NCc1ccc(OC)cc1)N(Cc1ccco1)C(=O)c1snc(C(N)=O)c1N (configuration not stated)	-2	-4	1	0	1	0.3	11	-1.4	15	x	27
44	Cc1ccc(NC(=O)C2CCCN2C(=O)OCc2ccccc2)cc1F (configuration not stated)	1	-2	10	-7	-2	-0.1	0	-0.9	4	-2	-11
45	CC(=O)NCc1nnc2c3ccccc3c(-c3ccccc3)nn12	-15	3	4	38	1	-0.3	-3	0.2	18	-4	5
46	Cc1c(Cl)cccc1NC(=O)NC1CCCCC1	2	1	9	-27	8	0.1	-16	-1.9	-20	-9	-78
47	C=CCCC(=O)NC1CC(C)(C)Cc2c1cnn2-c1cccc(F)c1 (configuration not stated)	-8	4	0	-17	-7	0.3	-22	-0.2	-15	-4	-3
48	CCOC(=O)c1cc2sccc2n1CC(=O)Nc1ccc2c(c1)OCCO2	0	2	4	-9	3	-0.2	-7	0.2	-75	x	-20
49	CC(C)c1ccc(NC2CCCN(C(=O)c3cccs3)C2)cc1 (configuration not stated)	-2	2	-3	-5	-4	0.0	1	-0.3	-45	-8	-9
50	OCCCn1c(C2CCCN2c2nc(-c3ccc(Cl)cc3)cs2)nc2cc(Cl)c(Cl)cc21 (configuration not stated)	1	-3	x	-15	-14	1.0	3	-2.7	5	-10	-6
51	CCCC#CCN1CCN(C23CC4CC(CC(C4)C2)C3)CC1	-4	3	3	16	-6	0.0	-3	0.6	12	-19	5

# 8 neighbouring records out of the list so far, for reference:
no.	SMILES	PDI inh	NR2E3 ag-1	Vif imaging	NR2E3 ag-2	Granule exo inh	aDG glyco up	MITF TRPM1 inh	iPSC survival up	HIF-2a block	CaV13 ICDI inh	Peg3 promoter
41	CSc1nsc(SC)c1C(=O)N1CCN(S(=O)(=O)c2ccc(C)cc2)C1C (configuration not stated)	1	4	14	-7	-5	-0.2	-4	5.3	17	-5	29
42	CCOCCc1nnc(NC(=O)c2cccs2)s1	2	0	x	-18	-2	0.7	-3	-2.4	-19	-5	-4
43	CCCC(C(=O)NCc1ccc(OC)cc1)N(Cc1ccco1)C(=O)c1snc(C(N)=O)c1N (configuration not stated)	-2	-4	1	0	1	0.3	11	-1.4	15	x	27
44	Cc1ccc(NC(=O)C2CCCN2C(=O)OCc2ccccc2)cc1F (configuration not stated)	1	-2	10	-7	-2	-0.1	0	-0.9	4	-2	-11
45	CC(=O)NCc1nnc2c3ccccc3c(-c3ccccc3)nn12	-15	3	4	38	1	-0.3	-3	0.2	18	-4	5
46	Cc1c(Cl)cccc1NC(=O)NC1CCCCC1	2	1	9	-27	8	0.1	-16	-1.9	-20	-9	-78
47	C=CCCC(=O)NC1CC(C)(C)Cc2c1cnn2-c1cccc(F)c1 (configuration not stated)	-8	4	0	-17	-7	0.3	-22	-0.2	-15	-4	-3
48	CCOC(=O)c1cc2sccc2n1CC(=O)Nc1ccc2c(c1)OCCO2	0	2	4	-9	3	-0.2	-7	0.2	-75	x	-20
